TSHR antagonist: Antagonists of the Thyroid Stimulating Hormone Receptor: HTS campaign; Thyrotropin receptor (Homo sapiens), P16473; TSHR-expressing cells, TSH-stimulated cAMP HTRF, 2 h; stronger effect = lower value; activity change, negative = inhibition, % at 11.5 µM; 330,000 tested, 0.2% active; AID 504810, 2011;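 active = activity change below a set negative limit, meaning inhibition stronger than a set level, cut at about -70% in these data; inconclusive = activity change between two set negative limits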; note: % is set by controls: 0 for no effect and ±100 for the full control effect
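Inhibition of cAMP made by TSHR-expressing cells under TSH stimulation (4nM final, EC80; 2 h, 37 deg C) is quantified with a one-step lysis HTRF kit, anti-cAMP cryptate versus cAMP-d2.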
PKM2 activator: qHTS Assay for Activators of Human Muscle isoform 2 Pyruvate Kinase | Pyruvate kinase PKM (Homo sapiens), P14618 | purified PKM2, Kinase-Glo ATP luminescence, activation; response scale: 0% is enzyme alone, no compound | Potency, µM (top dose mostly 57.5 µM), inactives show at the top dose activation, most hits filed as activators | 260,000 tested, 0.34% active | AID 1631, 2009; note: potency is the fitted concentration of half-maximal effect; % is set by controls: 0 for no effect and ±100 for the full control effect; nearly all actives have a fitted effect of over 55% in size
Target sequence (P14618 whole entry, looked up, canonical isoform): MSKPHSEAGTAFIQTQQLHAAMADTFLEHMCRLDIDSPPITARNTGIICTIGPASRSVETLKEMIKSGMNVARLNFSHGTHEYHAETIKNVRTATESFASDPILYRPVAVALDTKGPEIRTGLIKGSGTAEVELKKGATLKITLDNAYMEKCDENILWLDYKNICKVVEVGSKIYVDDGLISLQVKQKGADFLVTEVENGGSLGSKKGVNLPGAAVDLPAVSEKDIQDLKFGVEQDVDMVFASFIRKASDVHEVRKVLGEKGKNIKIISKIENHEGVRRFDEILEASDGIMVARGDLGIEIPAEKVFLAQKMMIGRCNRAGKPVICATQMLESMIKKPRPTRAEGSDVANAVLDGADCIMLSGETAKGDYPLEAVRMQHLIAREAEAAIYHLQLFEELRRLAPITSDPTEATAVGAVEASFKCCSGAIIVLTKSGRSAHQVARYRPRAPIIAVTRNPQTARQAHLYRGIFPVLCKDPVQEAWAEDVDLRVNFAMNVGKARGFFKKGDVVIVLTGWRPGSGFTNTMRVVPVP
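Purified hPK-M2 (>95%) run at intermediate activity with 0.1 mM ADP and 0.5 mM PEP in 50 mM imidazole pH 7.2, KCl, MgCl2; 1 h room temperature. ATP formed read by Kinase-Glo luminescence; normalized to uninhibited and no-enzyme controls.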
hERG WT inh: qHTS for Inhibitors of KCHN2 3.1: Wildtype qHTS; Voltage-gated inwardly rectifying potassium channel KCNH2 (Homo sapiens), Q12809; activity change, % at 1.84 µM; AID 720551, 2013; 340,000 tested, 0.37% active; U2OS, BacMam KCNH2, thallium flux FluxOr; stronger effect = lower value;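 active = maximum activity change below -70%; inconclusive = maximum activity change between -70% and -50%; inactive = maximum activity change above -50%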; note: % is set by controls: 0 for no effect and ±100 for the full control effect
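U2OS cells were transduced with wild-type KCNH2 virus (2.03 x 10^8 / mL) for 4 h at room temperature, then cultured overnight at 37 C. Thallium flux was read with FluxOr dye. Rate constants were normalized to DMSO controls.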
Eya2 inh: qHTS Assay for Inhibitors of the Phosphatase Activity of Eya2; Potency, µM (highest dose often 76.9 µM), inactives show at the highest dose activity, negative = inhibition, hits mostly inhibitors; 330,000 tested, 0.006% active; recombinant Eya2, OMFP fluorescence dephosphorylation (OMFP is methylfluorescein phosphate); note: potency is the fitted concentration of half-maximal effect; % is set by controls: 0 for no effect and ±100 for the full control effect
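Eya2 (0.2 uM) preincubated 10 min at ambient with compound, then OMFP substrate added at 50 uM; 10 min reaction in 50 mM HEPES pH 7.5, 50 mM NaCl, 5 uM MgCl2, 0.05% BSA, 1 mM DTT. Fluorescence read at Ex 485/Em 525 nm.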
MBNL1 CUG block: qHTS Assay for Inhibitors of MBNL1-poly(CUG) RNA binding. Muscleblind-like protein 1 (Homo sapiens), Q9NR56. TR-FRET MBNL1-His/biotin-(CUG)12 binding, 665/545 ratio. Potency, µM (doses to about 57.5 µM), for the others: top-dose activity change, negative = inhibition, most hits filed as inhibitors. 280,000 tested, 0.036% active. AID 2675, 2010; active = well fitted inhibition curve with a large enough effect in the signal ratio, with a control signal flat, not every such curve was filed as active; inconclusive = small, poorly fitted or top-dose-only effect, or effect the other way, or a change in a side signal; inactive = no such curve, though single readings can be large or run the other way; the % refers to the signal ratio; note: potency is the fitted concentration of half-maximal effect; % is set by controls: 0 for no effect and ±100 for the full control effect
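TR-FRET readout: Ex 340 nm, 665/545 nm emission ratio, normalized to buffer-only (basal) and MBNL1-(CUG)12 controls. Complex of MBNL1-His with Biotin-(CUG)12, compounds 92 nM–58 uM, incubated 60 min at room temperature.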
GALK inh: qHTS Assay for Inhibitors of Human Galactokinase (GALK). P51570. Purified GALK, Kinase-Glo residual ATP luminescence. Potency, µM (highest dose often 57.5 µM), without a hit: at the top dose activity change, negative = inhibition, usual class: inhibitors. 270,000 tested, 0.007% active; note: potency is the fitted concentration of half-maximal effect; % is set by controls: 0 for no effect and ±100 for the full control effect
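Kinase-Glo Plus luminescence measured ATP left after a 1 h room-temperature reaction. The reaction used 5 nM GALK, 100 uM galactose and 35 uM ATP at pH 8.0 (20 mM HEPES, 5 mM MgCl2, 60 mM NaCl, 1 mM DTT, 0.01% BSA).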
S-ASM inh: Inhibitors of Secretory Acid Sphingomyelinase (S-ASM): qHTS. Sphingomyelin phosphodiesterase (Homo sapiens), P17405. placental ASM, HMU-PC fluorogenic substrate, 60 min. Potency, µM (series often up to 57.5 µM), for the others: top-dose activity change, negative = inhibition, actives largely listed as inhibitors. 340,000 tested, 0.006% active. AID 504937, 2011; note: potency is the fitted concentration of half-maximal effect
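Fluorogenic HMU-PC substrate (9 uM final) is turned over by placental ASM in 60 min at 37 C after a 10 min compound preincubation. Reaction ended by alkaline stop (pH 10), with fluorescence read at 386/447 nm.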
Mito fusion act: qHTS Assay for Small Molecule Inhibitors of Mitochondrial Division or Activators of Mitochondrial Fusion; S. cerevisiae fusion-defective mutant growth rescue, CellTiterGlo 48 h; Potency, µM (doses to about 46.1 µM), inactives show at the highest dose growth rescue (activation), actives largely listed as activators; 320,000 tested, 0.23% active;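 note: potency is the fitted concentration of half-maximal effect; % of control where 0% means no effect; nearly all actives have a fitted effect of over 45% in size; temperature-sensitive fusion mutants such as fzo1-1 at 37 °C on non-fermentable ethanol glycerol medium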
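Luminescent cell viability in 1536-well qHTS format served as the measure of rescued growth in ts fusion-mutant S. cerevisiae cultured on non-fermentable YPEG for 48 hours at 37C.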
BCR signal inh: qHTS Assay to Find Inhibitors of Chronic Active B-Cell Receptor Signaling; ABC-DLBCL IkBa-CBG/CBR reporter, luminescence ratio, 4 h; Potency, µM (highest dose often 46.1 µM), for the others: at the highest dose ratio change, negative = lower green/red ratio, most hits filed as inhibitors; 340,000 tested, 0.05% active; active = well fitted inhibition curve with a large enough effect in the signal ratio, with a control signal flat, not every such curve was filed as active; inconclusive = small, poorly fitted or top-dose-only effect, or effect the other way, or a change in a side signal; the % refers to the signal ratio;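 note: potency is the fitted concentration of half-maximal effect; plate controls were basal doxycycline-induced cells for no effect and cells given 10 µM MG132 for full effect; MG132 reads +100%, hits lower the ratio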
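Compounds up to 46 uM were incubated four hours with TMD8 cells whose green CBG68 luciferase is fused to IkappaBalpha; red CBR luminescence normalised the signal, and concentration-effect curves were fitted to fusion, red and ratio data.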
Menin-MLL TR inh: qHTS Assay for Inhibitors Targeting the Menin-MLL Interaction in MLL Related Leukemias: Competition With Texas Red Labeled MLL-derived Mutant Peptide; 270,000 tested, 0.23% active; Potency, µM (series often up to 61.6 µM), for inactives: at the top dose FP activity change, negative = inhibition, hits mostly inhibitors; Menin + Texas Red MLL mutant peptide, fluorescence polarization; active = well fitted inhibition curve with a large enough effect in the polarisation, with a control signal flat, not every such curve was filed as active; inconclusive = small, poorly fitted or top-dose-only effect, or effect the other way, or a change in a side signal; inactive = no such curve, though single readings can be large or run the other way; the % refers to the polarisation; note: potency is the fitted concentration of half-maximal effect; % of control where 0% means no effect; many of its hits are not listed in these tables
Target sequence (O00255 whole entry, looked up): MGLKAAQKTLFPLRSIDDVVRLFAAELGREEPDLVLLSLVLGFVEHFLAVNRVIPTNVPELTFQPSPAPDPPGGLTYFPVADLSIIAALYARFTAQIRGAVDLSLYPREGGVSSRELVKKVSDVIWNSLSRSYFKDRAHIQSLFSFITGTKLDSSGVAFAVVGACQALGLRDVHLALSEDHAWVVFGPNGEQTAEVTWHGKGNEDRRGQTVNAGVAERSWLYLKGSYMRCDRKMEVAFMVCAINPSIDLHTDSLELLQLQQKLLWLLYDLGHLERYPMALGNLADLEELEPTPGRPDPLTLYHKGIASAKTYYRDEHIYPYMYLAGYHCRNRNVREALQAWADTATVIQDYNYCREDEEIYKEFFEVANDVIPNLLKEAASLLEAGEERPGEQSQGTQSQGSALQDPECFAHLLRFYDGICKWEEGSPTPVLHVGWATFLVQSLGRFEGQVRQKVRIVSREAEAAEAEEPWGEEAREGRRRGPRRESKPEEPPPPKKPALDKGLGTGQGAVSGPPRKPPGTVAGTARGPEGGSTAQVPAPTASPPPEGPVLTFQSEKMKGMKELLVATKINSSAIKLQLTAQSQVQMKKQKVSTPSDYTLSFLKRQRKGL
USP2a block: qHTS Assay for Inhibitors of Ubiquitin-specific Protease USP2a Using CHOP2 as the Reporter; Ubiquitin carboxyl-terminal hydrolase 2 (Homo sapiens), O75604; USP2 core, Ub-CHOP2 coupled fluorogenic reporter, 485/531; Potency, µM (series often up to 38.3 µM), for inactives: at the top dose activity change, negative = inhibition, usual class: inhibitors; 330,000 tested, 0.01% active;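 note: potency is the fitted concentration of half-maximal effect; plate controls were DMSO wells for no effect and full inhibition by NEM control for full effect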
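USP2 core (10nM final) preincubated 30min RT with compound in 20mM Tris-HCl pH 8.0, 2mM CaCl2, 2mM beta-mercaptoethanol, 0.05% CHAPS; 25nM Ub-CHOP2 plus 25nM reporter substrate added, fluorescence (Ex485/Em531) read after 60min.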
* = called active by the depositor; [ ] = dose if it differs, or a comment. Unless noted, calls come from the whole dose curve; as a rule, active = well fitted curve in the direction sought with a large enough effect; inconclusive = small, poorly fitted or top-dose-only effect, or another doubt; inactive = no such curve, though single readings can be large; an effect the other way counts as inactive or inconclusive.

COc1ccc(-c2cc3c(=O)n(CC(=O)NCc4ccc(C)cc4)ncn3n2)cc1 was read as TSHR antagonist 9, PKM2 activator 16%, hERG WT inh -13, Eya2 inh 4%, MBNL1 CUG block 6%, S-ASM inh -1%, Mito fusion act -1%, BCR signal inh inconclusive, Menin-MLL TR inh -20% and USP2a block 2%.
O=C(NCc1cccs1)C(=O)c1c[nH]c2ccccc12 was read as TSHR antagonist 4, PKM2 activator 15%, hERG WT inh 22, Eya2 inh -9%, MBNL1 CUG block 2%, GALK inh -1%, S-ASM inh 1%, Mito fusion act -7%, Menin-MLL TR inh inconclusive and USP2a block -5%.
O=C(COc1cccc(F)c1)Nc1ccc2[nH]c(=O)[nH]c2c1 was read as TSHR antagonist -24, PKM2 activator 3%, hERG WT inh 15, Eya2 inh -11%, MBNL1 CUG block -9%, GALK inh -2%, S-ASM inh 5%, Mito fusion act -6%, BCR signal inh -1%, Menin-MLL TR inh -13% and USP2a block 4%.
`Fc1ccc(NC(=S)Nc2ccc(F)c(Cl)c2)cc1Cl` gave TSHR antagonist -9, PKM2 activator 0%, hERG WT inh 9, Eya2 inh 9%, MBNL1 CUG block -3%, GALK inh -4%, S-ASM inh -4%, Mito fusion act -1%, BCR signal inh inconclusive, Menin-MLL TR inh inconclusive and USP2a block 1%.
For COc1ccc(S(=O)(=O)N(C)CC(=O)Nc2ccc3c(c2)OCCO3)cc1 the results were TSHR antagonist -10, hERG WT inh -1, Eya2 inh -20%, S-ASM inh -2%, Mito fusion act -3%, BCR signal inh -1% and USP2a block 1%.
`C=CCSC1=C(C#N)C(c2ccccc2OCC)C(C#N)C(=O)N1` (stereo not drawn) gave TSHR antagonist 0, PKM2 activator 1%, hERG WT inh -4, Eya2 inh 32%, MBNL1 CUG block 1%, GALK inh 3%, S-ASM inh 0%, Mito fusion act 0%, BCR signal inh 0%, Menin-MLL TR inh inconclusive and USP2a block 2%.
`CCCc1nc(N)sc1C(=O)OCC` gave TSHR antagonist -3, PKM2 activator 1%, hERG WT inh 8, Eya2 inh 12%, MBNL1 CUG block 0%, GALK inh -3%, S-ASM inh 2%, Mito fusion act 7%, BCR signal inh -10%, Menin-MLL TR inh 10% and USP2a block 1%.
Screening CCN(CC)c1ccc(S(=O)(=O)N2CCOCC2)cc1NC(=O)CSc1nnc(N)s1 returned TSHR antagonist 8, hERG WT inh 3, Eya2 inh -16%, S-ASM inh 1%, Mito fusion act -9%, BCR signal inh 0% and USP2a block 1%.
CCOC(=O)c1cc(-c2ccccc2)sc1NC(=O)C(C)(C)C was read as TSHR antagonist 18, PKM2 activator -6%, hERG WT inh 1, Eya2 inh -6%, MBNL1 CUG block 12%, GALK inh 1%, S-ASM inh 10%, Mito fusion act 2%, BCR signal inh 4%, Menin-MLL TR inh 0% and USP2a block 7%.
Nc1c(C(=O)c2ccc(F)cc2)oc2ccccc12 was read as TSHR antagonist 18, PKM2 activator 1%, hERG WT inh -2, Eya2 inh -10%, MBNL1 CUG block 19%, GALK inh -2%, S-ASM inh -1%, Mito fusion act 25%, BCR signal inh 11%, Menin-MLL TR inh 17% and USP2a block 4%.
`Cc1nnc(SCC(=O)N(C)CC(=O)Nc2ccc(F)cc2)n1Cc1ccccc1` gave TSHR antagonist 3, PKM2 activator -4%, hERG WT inh -2, Eya2 inh -17%, MBNL1 CUG block 2%, GALK inh -2%, S-ASM inh 2%, Mito fusion act -9%, BCR signal inh 0%, Menin-MLL TR inh -12% and USP2a block -3%.
CCN1C(Nc2ccccc2)=NC[C@@H]1CC(C)C was read as TSHR antagonist 1, PKM2 activator -5%, hERG WT inh 7, Eya2 inh 12%, MBNL1 CUG block -5%, S-ASM inh 4%, Mito fusion act 4%, BCR signal inh 1%, Menin-MLL TR inh -8% and USP2a block 1%.
For CC(C)CC(=O)Nc1ccc(C(=O)COC(=O)C2CCC2)cc1 the results were TSHR antagonist -21, PKM2 activator 0%, hERG WT inh -21, Eya2 inh 4%, MBNL1 CUG block 11%, GALK inh -6%, S-ASM inh 0%, Mito fusion act 6%, BCR signal inh 3% and USP2a block -1%.
For C[C@H](O)Cc1cn(-c2cc3cc(C#Cc4ccsc4)ccc3oc2=O)nn1 the results were TSHR antagonist 9, hERG WT inh -2, Eya2 inh 9%, S-ASM inh 19%, Mito fusion act -10%, BCR signal inh 2% and USP2a block 1%.
Cc1ccc(NC(=O)Cn2c(O)c(N=NC(N)=O)c3ccccc32)cc1 was read as TSHR antagonist 0, PKM2 activator 4%, hERG WT inh -4, Eya2 inh -4%, MBNL1 CUG block inconclusive, GALK inh -2%, S-ASM inh -9%, Mito fusion act 5%, BCR signal inh -10% and USP2a block 6%.
`CC1CCCCN1Cc1c(O)ccc2c(=O)c(-c3ccc(Cl)cc3Cl)coc12` (stereo not drawn) gave TSHR antagonist -15, PKM2 activator 2%[11.5 µM], hERG WT inh 13, Eya2 inh -7%, MBNL1 CUG block 6%, GALK inh -4%, S-ASM inh 115%[activator], Mito fusion act 1%, BCR signal inh 2%, Menin-MLL TR inh -10% and USP2a block 2%.
`CSc1ncc(C(=O)Nc2cc(C)ccc2C)c(C)n1` gave TSHR antagonist -7, hERG WT inh -13, Eya2 inh -24%, MBNL1 CUG block 3%, GALK inh 0%, S-ASM inh -5%, Mito fusion act 5%, BCR signal inh 0%, Menin-MLL TR inh -22% and USP2a block 2%.
For COc1ccc(S(=O)(=O)N2CC(C(=O)O)Oc3ccccc32)cc1 (stereo not drawn) the results were TSHR antagonist 2, hERG WT inh -12, Eya2 inh -22%, MBNL1 CUG block -3%, GALK inh 4%, S-ASM inh 1%, Mito fusion act -2%, BCR signal inh 1%, Menin-MLL TR inh 0% and USP2a block 6%.
`CCOC(=O)c1ccc(NC(=O)c2nn(C)cc2Br)cc1` gave TSHR antagonist -7, PKM2 activator -8%, hERG WT inh -26, Eya2 inh 34%, MBNL1 CUG block 1%, GALK inh -2%, S-ASM inh 4%, Mito fusion act 0%, BCR signal inh inconclusive, Menin-MLL TR inh -1% and USP2a block 4%.
For COc1ccccc1N1CCN(/N=C\c2cccnc2)CC1 the results were TSHR antagonist 12, PKM2 activator -5%, hERG WT inh 2, Eya2 inh 5%, MBNL1 CUG block 6%, GALK inh 4%, S-ASM inh 1%, Mito fusion act -3%, BCR signal inh 0%, Menin-MLL TR inh -9% and USP2a block 4%.
For COc1ccc(Cc2nc(-c3ccccn3)no2)cc1 the results were TSHR antagonist -4, PKM2 activator -10%, hERG WT inh 2, Eya2 inh 15%, MBNL1 CUG block 3%, GALK inh 0%, S-ASM inh 3%, Mito fusion act 0%, BCR signal inh 2%, Menin-MLL TR inh -11% and USP2a block -1%.
For CCN(CC(=O)Nc1ccc(NC(C)=O)cc1)C(=O)Cc1cccc2ccccc12 the results were TSHR antagonist 6, PKM2 activator -3%, hERG WT inh -6, Eya2 inh 0%, MBNL1 CUG block 7%, GALK inh 4%, S-ASM inh 3%, Mito fusion act -1%, BCR signal inh inconclusive and USP2a block 1%.

Screens: PubChem BioAssay, National Center for Advancing Translational Sciences (NCATS)

The list is partial; count on the stated rates, not on these rows.
